# Assay outcomes (PubChem BioAssay)
# 12-LOX inh: inhibitors of human 12S-lipoxygenase ALOX12; P18054; Potency, µM (titrated, usually from 108 µM), for the others: at the top dose activity change, negative = inhibition, usual class: inhibitors; purified 12hLO, xylenol orange hydroperoxide absorbance; 580,000 compounds, 1.1% hits; active = well fitted inhibition curve with a large enough effect; inconclusive = small, poorly fitted or top-dose-only effect, or another doubt; inactive = no such curve, though single readings can be large or run the other way
# Target sequence (P18054 whole entry, looked up): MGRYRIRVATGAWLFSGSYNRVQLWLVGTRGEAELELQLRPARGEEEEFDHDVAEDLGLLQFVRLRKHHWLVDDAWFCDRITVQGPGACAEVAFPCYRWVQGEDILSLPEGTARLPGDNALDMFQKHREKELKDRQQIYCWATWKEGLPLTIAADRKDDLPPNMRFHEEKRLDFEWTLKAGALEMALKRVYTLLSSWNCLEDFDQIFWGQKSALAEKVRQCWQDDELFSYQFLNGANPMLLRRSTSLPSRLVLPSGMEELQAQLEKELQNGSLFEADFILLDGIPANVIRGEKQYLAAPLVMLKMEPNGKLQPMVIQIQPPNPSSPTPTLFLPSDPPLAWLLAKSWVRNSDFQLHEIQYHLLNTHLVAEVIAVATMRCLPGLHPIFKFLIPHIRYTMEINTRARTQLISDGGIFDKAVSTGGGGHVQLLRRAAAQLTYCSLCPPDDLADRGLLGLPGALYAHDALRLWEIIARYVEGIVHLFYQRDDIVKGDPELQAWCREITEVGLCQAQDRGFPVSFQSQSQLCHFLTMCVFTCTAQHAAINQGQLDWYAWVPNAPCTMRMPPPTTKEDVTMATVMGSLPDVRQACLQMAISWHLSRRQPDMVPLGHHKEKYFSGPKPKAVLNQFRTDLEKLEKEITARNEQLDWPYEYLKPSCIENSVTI
#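 Purified human 12hLO (150 nM final) in 25 mM Hepes, 0.01% Triton X-100, pH 7.0 was preincubated 15 min at room temperature with compound. Then 40 uM arachidonic acid was added, 30 min. Hydroperoxide was read by Fe-XO absorbance ratio 573/405 nm.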
# Starred values were filed as active, the others as inactive; ? = inconclusive; [ ] = remark or other dose. % is scaled to controls: 0 for no effect and ±100 for the full control effect; potency is read from the fitted curve at half-maximal effect. Only part of the results is shown; count on the stated rates, not on these rows.
no.	molecule	12-LOX inh
1	Cc1ccccc1-n1ncc2c1NC(=O)CC21C(=O)Nc2cccc(Cl)c21 (stereo not given)	-26.4%
2	CCOc1ccc(NC(=O)c2nn(-c3ccccc3OC)c(=O)c3ccccc23)cc1	5.0%
3	O=C(c1ccoc1)N1CCCCC1c1nc(CCOCC2CCOCC2)no1 (stereo not given)	?
4	CCc1sc(NC(=O)C[C@H]2NC(=O)c3ccccc3NC2=O)nc1C(=O)OC	22.8%
5	COCCN1Cc2nc(-c3cccc(OC(F)(F)F)c3)ccc2OCC1=O	24.7%[176 µM]
6	CC(C)(C(=O)N1CCC1(C)C(=O)Nc1ccccc1Br)c1ccccc1 (stereo not given)	-9.3%
7	CN(CC1(CO)CCC1)C(=O)C1CCC(=O)N(CCc2ccc(Cl)cc2)C1 (stereo not given)	20.7%
8	COC(=O)C1=CN(C(C)C)C=C(C(=O)OC)C1c1cccs1	?

no.	molecule	12-LOX inh
9	O=C(CCc1cccnc1)NCCOc1cccc(F)c1	17.3%
10	O=C(Cn1c(-c2ccccc2)cc2ccccc21)NCCC(=O)N1CCCC1	-0.2%
11	Cc1c(Cl)cccc1NC(=O)c1noc2c1CC(C)CC2 (stereo not given)	?
12	O=C(NC(C(=O)N1CCCC1)C1CCN(C(=O)c2cccs2)CC1)c1ccc(F)cc1 (stereo not given)	14.4%
13	NCC(=O)N1CCC(n2nccc2NC(=O)Nc2cccc(F)c2)CC1	5.1%
14	C[C@H](C(=O)N1CCOCC1)C1CC[C@@]2(C)Cc3sc(CS(=O)(=O)C(C)(C)C)nc3[C@@H](C)[C@@H]2[C@H]1O (stereo not given in full)	?
15	CC(C)c1ccc(NC(=S)NCc2ccc(F)cc2)cc1	?
16	Cc1csc(=O)n1CCC(=O)OCC(=O)NCc1ccccc1	-0.1%

# Part of the list above in order of molar mass, highest first.
no.	molecule	12-LOX inh
12	O=C(NC(C(=O)N1CCCC1)C1CCN(C(=O)c2cccs2)CC1)c1ccc(F)cc1 (stereo not given)	14.4%
10	O=C(Cn1c(-c2ccccc2)cc2ccccc21)NCCC(=O)N1CCCC1	-0.2%
13	NCC(=O)N1CCC(n2nccc2NC(=O)Nc2cccc(F)c2)CC1	5.1%

# Going on with the list.
no.	molecule	12-LOX inh
17	O=C(Nc1cccc(C(F)(F)F)c1)c1cccc(NC(=O)c2cnc3ccccc3n2)c1	-2.0%
18	O=C(NCCc1noc(-c2ccncc2)n1)C1CC1	14.2%
19	CC1=C[C@@H](CNc2ccccn2)[C@H](C(C)C)C[C@H]1Cc1nnc(-c2cncn2C)o1	62.1%[activator][176 µM]
20	COc1ccc(CNC(=O)CC[C@@H]2CNC(=O)[C@@H]3C[C@H](NC(=O)Nc4ccsc4)CN23)cc1	20.9%
21	CCCN(CC1CCOC1)C(=O)NCc1ccco1 (stereo not given)	42.2%[activator]
22	CC(=O)c1cccc(-c2cnc3c(NC=O)cc(-c4ccc(F)cc4)cn23)c1	1.7%
23	COc1ccc(-c2cnc3n[nH]c(-c4ccc(F)cc4C)c3n2)cc1OC	?
24	Cc1cc2nc(CSc3nc4ccc(NC(=O)CCC5CCCC5)cc4s3)cc(=O)n2o1	17.7%

no.	molecule	12-LOX inh
25	COc1ccc(COCC(O)CNC(=O)CC2CCCCC2)cc1 (stereo not given)	10.6%
26	COCCn1c(CCC(=O)Nc2cc(C)ccc2F)nc2c1c(=O)[nH]c(=O)n2CC(C)C	-10.1%
27	C=CCNC(=O)CSCc1coc(-c2ccc(Cl)cc2)n1	2.6%
28	CCC(c1cccs1)N1C(=O)[C@H]2CN(S(=O)(=O)c3ccccc3C)C[C@H]2C1=O (stereo not given in full)	-24.1%
29	CC(C)NC(=O)N1CCC(c2nc(CCOCC3CCOCC3)no2)C1 (stereo not given)	21.8%
30	COc1ccc(C(c2nnnn2-c2ccc3c(c2)OCCO3)N2CCN(C/C=C/c3ccccc3)CC2)cc1 (stereo not given)	2.0%
31	CC(C)NC(=O)C1(C)CCN1Cc1ccc(C(F)(F)F)cc1 (stereo not given)	-18.8%
32	O=C(Cn1nc2c(cc1=O)CCCCC2)Nc1cccc(C(F)(F)F)c1	17.0%

no.	molecule	12-LOX inh
33	COc1cccc(CN2CCC3(CCC(CNC(=O)c4cc(C)nn4C)O3)CC2)c1OC (stereo not given)	1.5%
34	CCN1CCN(Cc2ccc(CNC(=O)C(C)NC(=O)c3ccco3)cc2)CC1 (stereo not given)	19.1%
35	Cc1cnc(C(=O)N2CCCn3nc(CCC(=O)NC(C)C)cc3C2)cn1	-3.3%
36	Cc1nc(CC(=O)NC2CCCc3c2cnn3-c2ccc(C(C)(C)C)cc2)cs1 (stereo not given)	27.1%
37	CC(C)c1nccn1CCCNC(=O)c1ccc(-c2cccnc2)nc1	3.2%
38	Cc1ccc(C)c(Oc2coc3cc(OC(=O)C(C)(C)C)ccc3c2=O)c1	-4.5%
39	CN(C)C(=O)N1CCCN(c2nc3ncccc3o2)CC1	9.2%[176 µM]
40	COc1ccc(C2Cn3cnc(C(=O)N4CCC(C(=O)NCc5ccccn5)CC4)c3CO2)cc1 (stereo not given)	17.0%

no.	molecule	12-LOX inh
41	CCCCCCCCN1C(=O)[C@H](CC(=O)NCC2CCCCC2)C[C@@]2(C(=O)OCC)CCCC=C12	?
42	COCC(=O)N1C2CCCC1CC(=O)C2	3.0%[176 µM]
43	COc1ccc(C(=O)NCCc2sc3nc(-c4ccc(C)cc4)nn3c2C)cc1OC	-0.3%
44	COc1ccc(-c2nc3cc(C)ccc3cc2CN2CCCC(O)C2)cc1OC (stereo not given)	58.2%[activator]
45	O=C(C1CCC1)N1CCC2(CC1)CC(N(Cc1ccc(F)cc1)C1CC1)CCO2 (stereo not given)	40.1%[activator]
46	Cc1ccc(C(=O)Nc2ccc(-c3nc4ccc(C)cc4s3)cc2)c(C)c1	-28.1%
47	C=CCNc1nc(C(=O)OCC(=O)N(C)CC(=O)Nc2ccc(C)cc2)cs1	?
48	Cc1cc(C)n(C(=O)c2cn(C)nc2S(=O)(=O)N2CCN(c3cccc(F)c3)CC2)n1	7.5%

no.	molecule	12-LOX inh
49	COc1ccc(Cn2c(C3CCN(C(=O)Cc4cccs4)CC3)n[nH]c2=O)cc1	?
50	CC(CNC(=O)c1ccc(OC2CCN(Cc3ccccn3)CC2)cc1)c1ccccc1 (stereo not given)	18.1%
51	CCNC(=O)N[C@@H]1C=C[C@@H](c2c(C)nn(-c3ccc(F)cc3)c2C)C1	8.7%[176 µM]
52	COc1ccc(CCC2CCN(C(=O)Nc3ccccc3)CC2)cc1	-2.2%
53	CCCCNc1nc(-c2ccc(NC(=O)CC)cc2)cs1	-12.0%
54	COc1ccccc1OCCn1cnc2c1c(=O)n(C)c(=O)n2C	-3.1%
55	COCCCN1C(=O)C(CC(=O)NCc2cccs2)CC(C(=O)N2CCOCC2)=C1C (stereo not given)	3.8%
56	C[C@@H](NC(=O)[C@@H]1C[C@@H](NC(=O)c2cnccn2)CCN1C(=O)c1ccco1)C(N)=O	29.9%[176 µM]

no.	molecule	12-LOX inh
57	Cc1cc(C(=O)N[C@@H]2C[C@H](Cn3cc(CN(C)C)nn3)[C@@H](O)[C@H]2O)no1	91.3%[activator][176 µM]
58	O=C(COC(=O)c1ccc(S(=O)(=O)N2CCCC2)cc1)Nc1ccc(Cl)cn1	?
59	CCCCCn1nc(C(=O)NC2CCN(C(=O)C3CC3)CC2)c2ccccc2c1=O	0.0%
60	COc1ccc(CN[C@H]2C[C@H]3C(=O)NC[C@@H](CCC(=O)N4CCCCC4)N3C2)cc1	16.8%[176 µM]
61	COC(=O)[C@H](Cc1ccc(OC)cc1)NC(=O)[C@H]1CN(C(C)=O)CCN1C(=O)C1CCCCC1	-2.2%
62	CCOc1ccc(-c2cc(C(=O)O)c3cc(Br)ccc3n2)cc1	?
63	COc1cc(OC)c2[nH]c(C(=O)OC(C)C(=O)c3ccccc3)cc2c1 (stereo not given)	?
64	Cn1cnc(C(=O)N2CCC3(CC2)CC(N(Cc2ccccc2)C2CC2)CCO3)c1 (stereo not given)	26.9%

no.	molecule	12-LOX inh
65	CCN1c2cc(C(=O)Nc3ccc4c(c3)OCCO4)ccc2C(=O)N2CCCC21 (stereo not given)	1.3%
66	COC(=O)c1cc(=O)nc(NNC(C)=O)s1	-17.2%
67	CC(C)C(=O)Nc1ccc(-c2nc(-c3ccccc3)co2)cc1	-13.3%
68	COC(=O)CCCNC(=O)c1cc(-c2ccncc2)nc2ccccc12	-25.5%
69	COC1C(=O)N(C2CCN(C(=O)C3CC3)CC2)C12CCOCC2 (stereo not given)	-3.9%
70	Cc1cc(CN(C)C(=O)c2cc(CN3CCC(Cc4ccccc4)CC3)on2)n[nH]1	10.8%
71	Cc1cccc(C)c1NC(=O)c1ccc2ccccc2n1	-14.2%
72	O=C(NCc1ccccc1)c1cc(C2COCCN2S(=O)(=O)c2ccccc2)on1 (stereo not given)	?

no.	molecule	12-LOX inh
73	Cc1cccc(Cn2c(SCC(=O)c3ccccc3)nc3c2c(=O)[nH]c(=O)n3C)c1	?
74	COc1ccccc1CCC(=O)Nc1ccc2c(c1)c(=O)n(C)n2Cc1cccc(C(F)(F)F)c1	-3.6%
75	CCOC(=O)C1(Cc2ccccc2C)CCCN(C(=O)c2csc(C)n2)C1 (stereo not given)	28.5%
76	O=C1Cc2cc(-c3csc(-c4ccc(F)cc4)n3)cc3c2N1CCC3	-1.4%
77	CN1C(=O)CC[C@]2(C(=O)NCc3ccc(Cl)cc3)CCCC[C@@H]12	40.6%[activator]
78	Cc1noc(C)c1[S+](=O)([O-])N1CCC2(CC1)C(=O)NCN2Cc1ccc(Cl)cc1	-6.0%
79	Cn1nc(C(=O)N2CCN(c3ccccc3F)CC2)c2ccccc2c1=O	7.9%
80	O=C(NC1CCc2n[nH]c(=O)n2CC1)c1ccc(Br)o1 (stereo not given)	-2.7%

no.	molecule	12-LOX inh
81	O=C(Nc1cccc(COc2cccc(F)c2)c1)c1cc[n+]([O-])cc1	-17.3%
82	CCCc1cc(=O)oc2cc(OCC(=O)N(C)C)ccc12	-25.9%
83	COc1ccc(OC)c(CN2CCCn3nc(C)c(-c4ccccc4C(C)C)c32)c1	9.3%[176 µM]
84	CC(=O)OCC12COC(c3ccc(OC(C)=O)cc3)C(C(C)=CC1C)C2C (stereo not given)	-23.6%
85	Cc1cc(CN2C[C@@H](CO)[C@H](NC(=O)C3CCC3)C2)n(C)n1	51.4%[activator]
86	CNC(=O)[C@@H]1CN(S(=O)(=O)c2cc(F)ccc2F)C[C@H]1COC	29.2%
87	N#C/C(=C/c1ccccc1OC(F)F)C(=O)c1ccccc1	?
88	O=C(C[C@@H]1CCNC[C@@H]1Cc1cc(-c2ccccc2)on1)N1CCC(Cc2ccccc2)CC1	2.5%

no.	molecule	12-LOX inh
89	O=C(CCC1CCCC1)N1CCC2(CC1)CC(N1CCOCC1)CCO2 (stereo not given)	4.1%
90	O=C(NCc1ccco1)[C@@H]1Cc2nc[nH]c2CN1Cc1cccnc1	130.1%[activator][176 µM]
91	CC(C)NC(=O)[C@@H]1C[C@@H](N)CN1C(=O)c1cccc(C#CC(C)(C)O)c1	6.9%
92	Fc1ccc(/C=C/c2nc3cc(-c4ccccc4)ccc3o2)cc1	9.1%
93	O=S(=O)(c1ccc(Cl)cc1)c1ccc(-c2ccc(S(=O)(=O)c3ccc(Cl)cc3)cc2)cc1	11.2µM*
94	O=C(O)c1ccnc(-c2ccnc(NCCN3CCCCC3=O)n2)c1	24.0%
95	N#Cc1cccc(C(=O)N2CCCCCCNC(=O)[C@@H]3C[C@@H](c4nc(Cc5ccccc5)no4)C[C@@H]32)c1	?
96	O=C(CSc1nc2cc([N+](=O)[O-])ccc2o1)NC1CC1	?

no.	molecule	12-LOX inh
97	CCCn1c(C)c(CC(=O)N[C@@H](C)C(N)=O)c2c1CC(C)(C)CC2=O	5.2%
98	Cc1ccc(C(=O)N2CCCOCCNC(=O)CC2)s1	95.9%[activator]
99	Cc1ncc(-c2ccc(S(=O)(=O)Nc3ccc(C)c(C)c3)cc2)o1	?
100	Cc1ccc(C(=O)NCCn2cccc2-c2nc(-c3ccc4c(c3)OCO4)no2)cc1	44.9%[activator]
101	Nc1ccc(C(c2ccccc2)(c2ccccc2)c2ccc(N)cc2)cc1	?
102	CC(C)c1ccc(NC(=O)/C=C/c2cc3cc(Cl)ccc3o2)cc1	15.1%
103	FC(F)(F)C1CN(c2ccc3cc(Cl)ccc3n2)CCO1 (stereo not given)	74.3%[activator]
104	Cc1ccc(S(=O)(=O)N2CCCCC2)cc1NC(=O)c1oc2c(F)cccc2c1C	?

no.	molecule	12-LOX inh
105	O=C(Cn1cnnn1)N1CCc2onc(-c3cccc4ccccc34)c2C1	6.2%
106	c1ccc(-c2nc(C3CC3)no2)c(OC2CNC2)c1	35.1%[activator]
107	c1ccc(CN2CCn3c(nnc3-c3cccnc3)C2)cc1	72.6%[activator][176 µM]
108	CC(C)N1CCC(CC(=O)N2CCn3nc(Cc4ccccc4)cc3C2)CC1	27.6%
109	COc1ccc(-c2noc([C@@H]3C[C@H](NS(=O)(=O)c4ccccc4)CN3C)n2)cc1	?
110	NC(=S)N/N=C/c1cc(-c2ccccc2)[nH]c1-c1ccccc1	?
111	O=C(Nc1ccccc1)N1CCn2c(nnc2-c2ccccc2)C1	2.2%[176 µM]
112	CC(=O)N1CCN(C(=O)Cn2c(NCc3ccccc3)nc3ccccc32)CC1	29.8%

no.	molecule	12-LOX inh
113	Cc1ccc2c(c1)B(O)c1cc(C)ccc1O2	-24.6%
114	Cn1c(OCC2CCCO2)nc2cc(-c3ccccc3)sc2c1=O (stereo not given)	?
115	O=C(c1ccc(Br)cc1)N1CCC(CN2CCOCC2)CC1	13.8%
116	COCCC(=O)N1CC(c2nc(CCOc3cccc(C)c3)no2)C1	5.0%
117	COC(=O)c1ccc(CC2(C)C(=O)Nc3ccc(-c4cccc(C(F)(F)F)c4)cc32)o1 (stereo not given)	-18.8%
118	Cc1ccccc1CNCc1ccco1	-67.9%
119	C/C(=C\C(=O)NCCN1CCOCC1)CCc1ccccc1	13.3%
120	CCN(CC)S(=O)(=O)NCc1ccccc1Cn1cccn1	4.1%
